Screening data (PubChem BioAssay)
PAFAH1B3 FP inh – inhibitors of human PAFAH1B3; recombinant PAFAH1B3, FP-rhodamine probe, fluorescence polarization; inhibition, % at 3.39 µM; 340,000 tested, 0.28% active; AID 492972;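 active means inhibition above the screen-wide average of all tested compounds plus 3 SD, cut at about 25% in these data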;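 further: 0% = enzyme with DMSO only and 100% = wells lacking PAFAH1B3 protein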
Target sequence (Q15102 whole entry, looked up): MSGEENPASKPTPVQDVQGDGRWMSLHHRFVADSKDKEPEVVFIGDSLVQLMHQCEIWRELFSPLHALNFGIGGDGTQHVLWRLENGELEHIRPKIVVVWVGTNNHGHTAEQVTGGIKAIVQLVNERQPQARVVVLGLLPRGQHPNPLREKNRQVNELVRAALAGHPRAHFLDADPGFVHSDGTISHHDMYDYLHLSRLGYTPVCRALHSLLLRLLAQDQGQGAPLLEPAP
PAD4 FP inh – blocks human protein arginine deiminase 4; Q9UM07; recombinant PAD4, RCA probe fluorescence polarization; inhibition, % at 6.36 µM; 330,000 tested, 0.41% active;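 active means percent inhibition above a cutoff equal to the mean of all tested compounds plus 3 SD, cut at about 15% in these data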;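 further: 0% = PAD4 with RCA probe and DMSO and 100% = probe without PAD4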
PME-1 primary – PME-1 (human) inhibition; AID 2130; Q9Y570; inhibition, % at 5.9 µM; 320,000 tested, 0.53% active; recombinant PME-1, FP-Rh probe fluorescence polarization;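 active means inhibition above the campaign mean of all compounds plus 3 SD, cut at about 26% in these data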;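 further: competitive labeling of PME-1 active site by serine hydrolase directed probe; 0% = PME-1 with DMSO and 100% = wells lacking PME-1 enzyme; inhibitors block probe labeling so polarization falls and inhibition rises; many of its hits are not listed in these tables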
LYPLA2 counter – counter-screen for PME1 inhibitors: inhibitors of human LYPLA2 | O95372 | recombinant LYPLA2, FP-Rh probe fluorescence polarization | inhibition, % at 5.9 µM | 320,000 tested, 0.38% active;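 active means inhibition above the screen-wide mean plus 3 SD, limit set per campaign, cut at about 26% in these data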;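 further: 0% = LYPLA2 with DMSO and 100% = wells lacking LYPLA2 enzyme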
Target sequence (O95372 whole entry, looked up): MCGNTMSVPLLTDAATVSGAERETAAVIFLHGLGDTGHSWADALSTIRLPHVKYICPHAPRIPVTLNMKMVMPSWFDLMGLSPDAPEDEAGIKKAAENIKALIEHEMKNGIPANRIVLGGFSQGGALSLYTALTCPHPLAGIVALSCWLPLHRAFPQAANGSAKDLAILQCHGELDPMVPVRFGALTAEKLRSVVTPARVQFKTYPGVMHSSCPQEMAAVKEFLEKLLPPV
PAFAH1B2 inh – blocks human PAF acetylhydrolase 1b catalytic subunit 2; recombinant PAFAH1B2, FP-rhodamine activity probe, fluorescence polarization; 340,000 tested, 1.2% active; inhibition, % at 3.39 µM; P68402;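 active means inhibition above the mean of all tested compounds plus 3 SD, cut at about 24% in these data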;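 further: 0% = enzyme with DMSO and 100% = wells lacking PAFAH1B2; many of its hits are not listed in these tables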
pPAFAH inh – pPAFAH (human) enzyme inhibition; Q13093; recombinant pPAFAH, FP-rhodamine probe fluorescence polarization; inhibition, % at 3.39 µM; 330,000 tested, 1.5% active;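 active means inhibition above the mean inhibition across the screen plus 3 SD, cut at about 25% in these data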;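 further: inhibitors block binding of the rhodamine activity-based probe so polarization drops; 0% = enzyme with DMSO and 100% = wells lacking pPAFAH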
PREPL inhibitor – inhibits the human prolyl oligopeptidase-like enzyme; Q4J6C6; 320,000 tested, 0.68% active; inhibition, % at 5.96 µM; recombinant PREPL, fluorescence polarization activity-based probe; in the data active means inhibition above about 43%;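 further: 0% = enzyme with DMSO and 100% = wells lacking enzyme; many of its hits are not listed in these tables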
GSTO1 inh – GSTO1 inhibition, counter-screen for RBBP9 inhibitors | P78417 | recombinant GSTO1, activity-based probe fluorescence polarization | inhibition, % at 5.96 µM | 300,000 tested, 1.1% active;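 active means inhibition above the campaign mean inhibition plus 3 SD, cut at about 35% in these data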;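 further: 0% = GSTO1-1 with DMSO and 100% = wells lacking GSTO1-1 enzyme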
Target sequence (P78417 whole entry, looked up): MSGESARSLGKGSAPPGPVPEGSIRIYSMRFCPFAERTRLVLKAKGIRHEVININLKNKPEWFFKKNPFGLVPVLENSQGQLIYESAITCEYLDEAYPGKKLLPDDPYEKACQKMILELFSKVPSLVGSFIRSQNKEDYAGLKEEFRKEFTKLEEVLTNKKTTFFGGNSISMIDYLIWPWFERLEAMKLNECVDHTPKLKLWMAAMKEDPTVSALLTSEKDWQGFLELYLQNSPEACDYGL
LYPLA1 counter – counter-screen for PME1 inhibitors: inhibitors of human LYPLA1 | 320,000 tested, 0.16% active | recombinant LYPLA1, FP-Rh probe fluorescence polarization | AID 2174 | inhibition, % at 5.9 µM | O75608;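 active means inhibition above the mean of all tested compounds plus 3 SD, set per campaign, cut at about 14% in these data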;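 further: inhibitors block serine hydrolase probe labeling of LYPLA1 so polarization falls; 0% = enzyme with DMSO and 100% = wells lacking LYPLA1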
Target sequence (O75608 whole entry, looked up): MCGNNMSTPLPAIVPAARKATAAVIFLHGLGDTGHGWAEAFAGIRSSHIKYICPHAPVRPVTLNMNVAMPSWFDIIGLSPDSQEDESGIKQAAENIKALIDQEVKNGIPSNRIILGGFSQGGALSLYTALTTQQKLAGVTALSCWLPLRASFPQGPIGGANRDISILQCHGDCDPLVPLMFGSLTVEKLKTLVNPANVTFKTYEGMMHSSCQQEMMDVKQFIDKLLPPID
Starred values were filed as active, the others as inactive; nt = no result given. A portion of the library, so the mix of outcomes need not match the whole.

SMILES	PAFAH1B3 FP inh	PAD4 FP inh	PME-1 primary	LYPLA2 counter	PAFAH1B2 inh	pPAFAH inh	PREPL inhibitor	GSTO1 inh	LYPLA1 counter
CCc1ccc(OCC(O)CN2CCN(CCO)CC2)cc1 (centres undefined)	5	-1	-5	-2	3	-2	0	4	0
COc1ccccc1N(C)S(=O)(=O)c1ccc(C(=O)Nc2ccncc2)cc1	1	0	-2	-6	-3	2	-15	5	-1
COc1ccccc1/C=C(/C(=O)OCC(=O)Nc1cc(C)ccc1C)c1ccccc1	2	-5	5	-9	-5	-4	-11	4	-4
O=C(O)c1cc2c(cc1NC(=O)c1ccccc1C(F)(F)F)OCCCO2	-8	-1	-1	-8	6	2	-5	-43	-1
CC1CC(C)CN(S(=O)(=O)c2ccc(NC(=O)[C@@H]3CCCN3C(=O)c3cccs3)cc2)C1 (some centres undefined)	4	-1	-3	2	-4	4	0	nt	-3
COc1ccc(CC(=O)OCC(=O)NCc2ccccc2Cl)cc1OC	-6	-4	0	0	7	10	7	2	-3
O=S1(=O)NC2CCCCCN2c2ccc(F)cc21 (centres undefined)	12	-1	-2	4	7	-1	14	13	1
COc1cccc(C2=NOC(C(=O)NCCCn3ccnc3)C2)c1 (centres undefined)	4	-1	2	-1	3	2	2	3	3
CCOC(=O)C(Cc1ccccc1)C(=O)Nc1nccs1 (centres undefined)	-4	-2	1	5	-3	6	0	2	4
O=C(NCCCn1ccnc1)c1ccccc1NS(=O)(=O)c1ccc(F)c(F)c1	8	-2	1	1	1	3	5	-9	0
CC(C)(C)OC(=O)N1CCC(NC(=O)c2[nH]cnc2C(=O)Nc2cccc(Cl)c2)CC1	-8	1	-7	1	-7	0	9	nt	1
COc1ccccc1OCCC(=O)N1CCN(c2ccccc2OC)CC1	4	0	2	2	9	6	13	3	-3
CCOC(=O)C1CCN(C(=O)CN(Cc2ccc(Cl)cc2)S(C)(=O)=O)CC1	8	2	0	-1	1	3	11	-9	-1
OCCCNc1c2c(nc3cc(-c4ccc(Cl)cc4)nn13)CCC2	1	-4	-14	0	16	5	39	4	-1
COC(=O)c1ccccc1NC(=O)CSc1nnc(-c2cccnc2)o1	18	4	-1	0	3	-2	20	-2	-1
COc1ccc(NC2CCCN(C(=O)CCC(=O)c3ccc(F)cc3)C2)cc1 (centres undefined)	0	2	1	-1	1	-1	20	-1	-1
COc1cccc(/C=N/NC(=O)c2c(-c3ccccc3)noc2C)c1O	3	3	-2	2	1	3	-4	-4	-1
Cc1ccc(Nc2c3c(nc4ncnn24)CC(C)CC3)cc1 (centres undefined)	-4	-1	4	-4	2	11	38	9	0
CC(=O)c1ccc(NC(=O)CCn2c(=O)oc3ccccc32)cc1	-2	-2	-2	1	1	0	-33	-10	3
CN1CC=C2C(C#N)=C(N)C(C#N)(C#N)[C@H](c3cccc(Cl)c3)C2C1 (some centres undefined)	1	11	7	4	5	5	10	4	1

3 entries from above, arranged by their value in pPAFAH inh, falling.
canonical_smiles | pPAFAH inh
CC1CC(C)CN(S(=O)(=O)c2ccc(NC(=O)[C@@H]3CCCN3C(=O)c3cccs3)cc2)C1 (some centres undefined) | 4
CC(C)(C)OC(=O)N1CCC(NC(=O)c2[nH]cnc2C(=O)Nc2cccc(Cl)c2)CC1 | 0
COc1ccccc1/C=C(/C(=O)OCC(=O)Nc1cc(C)ccc1C)c1ccccc1 | -4

Going on with the list:
SMILES	PAFAH1B3 FP inh	PAD4 FP inh	PME-1 primary	LYPLA2 counter	PAFAH1B2 inh	pPAFAH inh	PREPL inhibitor	GSTO1 inh	LYPLA1 counter
CC(C)C(=O)NC(C)C(c1cccs1)N1CCN(C)CC1 (centres undefined)	-2	-2	0	0	0	3	9	6	-1
Cc1ccccc1-c1nc(CS(=O)CC(=O)NCCCN(C)c2ccccc2)c(C)o1 (centres undefined)	2	3	-3	6	3	3	13	-11	1
O=C(NCCN1CCN(c2cccc(Cl)c2)CC1)C1CCCN(S(=O)(=O)c2cnc[nH]2)C1 (centres undefined)	-9	2	2	-3	7	-3	14	-1	2
O=C(CN1C(=O)COc2ccccc21)N1CCc2ccccc2C1	-5	-6	-3	2	7	3	1	4	-4
N#CCC(=O)N/N=C/c1cn(Cc2ccccc2C#N)c2ccccc12	6	-4	0	0	1	6	1	-1	0
COCCCNC(=O)COc1ccc(S(=O)(=O)Nc2ccccc2)cc1	-2	-1	4	5	-3	22	-1	0	3
COc1ccc(OC)c(-n2cnc3cc(C(=O)O)ccc32)c1	3	4	-9	-3	-3	5	-4	7	1
Cc1ccc(C)c2[nH]c(=O)c(CN(Cc3ccco3)C(=S)NCC3CCCO3)cc12 (centres undefined)	6	-1	0	6	11	3	-2	5	5
COC(=O)c1ccc(/C=N/OCC(=O)NC2CCCCCCC2)cc1	11	-1	-3	0	4	9	-5	3	0
CC1CCCC(C)N1C(=O)COC(=O)c1cc([N+](=O)[O-])ccc1N1CCOCC1 (centres undefined)	-1	2	1	0	5	-4	6	7	4
N#Cc1ccc(OCC(=O)NC2CCCCCC2)cc1	6	-2	nt	nt	-1	2	5	nt	nt
CCn1c(SCc2ccc(F)cc2)nc2ccccc2c1=O	3	3	5	8	1	3	23	-5	-1
CC(SCC(=O)NC12CC3CC(CC(C3)C1)C2)C(=O)O (centres undefined)	3	0	-5	-3	22	0	-4	5	1
COc1ccc(C(=O)NCc2nc3ccccc3[nH]2)cc1OC	4	1	1	1	-2	0	-5	-1	2
N#Cc1ccc(C(=O)NC(=S)N2CCN(C=O)CC2)cc1	-4	-4	nt	nt	2	-2	16	nt	nt
CCCCCCCCOC(=O)C1=C(C)Nc2nnnn2C1c1cccs1 (centres undefined)	-6	6	-12	-6	6	2	7	3	-7
COc1ccc(-c2c(-c3ccccc3OC)oc3ccccc23)cn1	4	6	-3	1	10	0	15	nt	-1
N/C(=N\OS(=O)(=O)c1ccccc1)c1ccncc1	1	6	-2	3	2	-2	3	0	-2
CN(Cc1ccccc1)C(=O)CN1C(=O)COc2ccc(S(=O)(=O)N3CCCC3)cc21	0	1	-2	-4	-2	2	13	-6	-6
O=C(O)Cn1cc2c(n1)CCCC2	5	-3	-3	0	1	-4	6	4	1
Cc1ccc(Cl)cc1N=C(N)N=C(N)N	12	4	-2	6	3	5	10	-1	2
C=CCOC(=O)C1=C[C@H](c2cn(C(C)=O)c3ccccc23)C[C@H](OCCCCO)O1	0	3	-5	1	-3	3	40	5	-2
O=C(NCc1ccccn1)c1ccc(Cn2cc(Br)cn2)o1	8	-1	-5	0	-1	3	-6	-4	0
Cc1cc(C)c2nc(N(CCCN(C)C)C(=O)c3ccc4c(c3)OCCO4)sc2c1	1	-2	7	0	6	6	-42	-1	2
CCCCn1nnnc1NCc1ccc(OC)c(OC)c1	-6	3	2	-2	-2	-3	19	-3	1
O=C(CC1SC(N2CCCC2)=NC1=O)Nc1ccc(C(=O)N2CCN(c3cccc(Cl)c3)CC2)cc1 (centres undefined)	8	-3	-2	30*	2	-1	-2	9	0
COC(=O)C(NC(C)=O)(Nc1nc(C)cs1)C(F)(F)F (centres undefined)	7	2	2	-1	0	2	6	-5	-4
O=C(Nc1cccc2cccnc12)c1cccc(N2C(=O)CCC2=O)c1	8	1	-6	1	-3	5	-1	30	-4
COc1cc(=O)n2c(n1)SCCC2	8	1	1	-3	2	4	-6	-3	1
CCN(Cc1ccc2c(c1)OCCO2)S(=O)(=O)c1ccc(NC(C)=O)cc1	1	-6	2	-3	5	0	15	nt	1
CCC(CC)C(=O)Nc1cc(C(=O)NCCc2ccccc2)ccc1Cl	5	0	4	3	-6	4	-11	1	0
CC1CCCC(NC(=O)CN(C)S(=O)(=O)c2cnc[nH]2)C1C (centres undefined)	-6	-1	-2	9	1	-3	13	0	-1
O=C(COC(=O)/C=C/c1nc2ccccc2s1)Nc1ccccc1Oc1ccccc1	-7	-3	-18	-8	-8	-4	-5	-15	-2
COc1ccccc1N1CCN(C(=O)C2C3C=CC4(CN(Cc5ccccc5Cl)C(=O)C24)O3)CC1 (centres undefined)	6	3	2	0	1	8	22	8	3
O=C(Cc1coc2ccc3ccccc3c12)N1CCN(c2ncccn2)CC1	-8	-6	5	2	-4	5	5	-3	-1
Cc1ccc(Oc2ccccc2)c(NC=O)c1	1	1	3	16	-5	2	17	7	2
CCOn1c(=O)c(-c2cccs2)[n+]([O-])c2ccccc21	0	-13	-2	-5	1	-3	3	7	0
O=C(Nc1cccc(F)c1)c1ccco1	3	-1	6	-3	0	2	6	9	2
CCc1n[nH]c2c1/C(=N/O)CCC2	-1	4	4	5	3	-5	11	5	7
COc1ccccc1-n1c(SCC(=O)NC2CCS(=O)(=O)C2)nc2ccccc2c1=O (centres undefined)	0	1	4	-3	4	-2	12	nt	-2
Cc1ccc(S(=O)(=O)Nc2cccc(C(=O)NCCCn3ccnc3)c2)cc1F	12	-5	5	-1	-1	6	0	12	0
Cn1c(C=O)c(-c2ccc3c(c2)OCCO3)c2ccccc21	1	1	1	7	0	6	12	nt	0
COc1ccc(CNC(=O)CCC(=O)c2ccccc2)cc1	6	-3	5	1	2	3	0	nt	-3
Cc1oc(-c2cccs2)nc1CS(=O)CC(=O)NC1CCCCCC1 (centres undefined)	-1	-4	-1	-4	3	13	5	0	-2
Cc1cc(Cl)ccc1OCC(=O)N/N=C/c1ccc(OC2OC(CO)C(O)C(O)C2O)cc1 (centres undefined)	5	2	-2	2	3	2	7	8	-12
O=C(Cn1ncc(Cl)c(Cl)c1=O)N1CCN(S(=O)(=O)c2ccc3ccccc3c2)CC1	-73	1	2	8	1	3	18	14	-4
CCC(C)NC(=O)COC(=O)c1ccccc1OCC(=O)Nc1ccc(Br)cc1 (centres undefined)	-5	-3	-2	10	2	0	3	2	5
O=C1CCCc2cc3c(cc21)CC1(C3)Cc2cc3c(cc2C1)C(=O)CCC3	7	1	3	2	0	5	13	2	3
COc1ccc(OCC(=O)NCCS(=O)(=O)N2CCN(c3ccc(F)cc3)CC2)cc1	3	1	-4	-5	-2	13	-2	-3	-2
O=C(Nc1cccc(C(F)(F)F)c1)c1cc[n+]([O-])cc1	11	2	1	0	4	-2	17	-2	0
COc1ccc(S(=O)(=O)Nc2cccc3c2O[C@H](CN(C)Cc2ccc(C(=O)O)cc2)[C@@H](C)CN([C@H](C)CO)C3=O)cc1	11	-6	nt	nt	3	5	0	nt	nt
O=C1OCCC1Sc1nnnn1-c1ccccc1 (centres undefined)	-2	3	-4	-2	7	4	10	9	-2
COC(=O)C1=C(CSCc2ccco2)NC(=O)NC1c1cc(C)ccc1C (centres undefined)	-4	-6	-3	2	2	4	-3	-2	2
CN1CCN(/N=C/c2nc(-c3ccccc3)n3ccccc23)CC1	2	-2	-1	-5	6	3	6	0	2
COc1cc2c(cc1OC)C(c1cccs1)CC(=O)N2 (centres undefined)	5	0	-5	0	6	-3	0	5	1
O=C(Nc1ccc2c(c1)OCO2)Nc1ccc2c(c1)OCO2	-7	-3	8	1	3	12	9	8	0
Cc1ccc(-n2cnc3c(sc4nccc(N(C)C)c43)c2=O)cc1	7	4	2	2	5	5	-9	-2	0
CCOC(=O)c1c(C)[nH]c(C(=O)OCC(=O)NC(C)C)c1C	5	1	3	10	1	-1	0	5	-1

Part of the list above, as comma-separated lines:
structure,PAFAH1B3 FP inh,PAD4 FP inh,PME-1 primary,LYPLA2 counter,PAFAH1B2 inh,pPAFAH inh,PREPL inhibitor,GSTO1 inh,LYPLA1 counter
COc1cc2c(cc1OC)C(c1cccs1)CC(=O)N2 (centres undefined),5,0,-5,0,6,-3,0,5,1
O=C(Nc1ccc2c(c1)OCO2)Nc1ccc2c(c1)OCO2,-7,-3,8,1,3,12,9,8,0
